Compound activity as filed in PubChem.
GIRK2 activator – activators of NPY4-receptor-primed GIRK2 channels, summary, cell-based, HEK293, thallium flux | HEK293 GIRK2/NPY4 cells, thallium flux fluorescence | 34,000 tested, under 10 active | activation (% efficacy), % for hits at 37.5 µM | G protein-activated inward rectifier potassium channel 2 (Homo sapiens), P48051;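 active = primary screen hit, no activity in plain HEK293 cells, and in GIRK2-only cells above 5% efficacy rising with concentration; inactive = the rest, including fluorescent compounds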;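 note: efficacy is normalized control-subtracted fluorescence 15 s after thallium addition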
Target sequence (P48051 whole entry, looked up): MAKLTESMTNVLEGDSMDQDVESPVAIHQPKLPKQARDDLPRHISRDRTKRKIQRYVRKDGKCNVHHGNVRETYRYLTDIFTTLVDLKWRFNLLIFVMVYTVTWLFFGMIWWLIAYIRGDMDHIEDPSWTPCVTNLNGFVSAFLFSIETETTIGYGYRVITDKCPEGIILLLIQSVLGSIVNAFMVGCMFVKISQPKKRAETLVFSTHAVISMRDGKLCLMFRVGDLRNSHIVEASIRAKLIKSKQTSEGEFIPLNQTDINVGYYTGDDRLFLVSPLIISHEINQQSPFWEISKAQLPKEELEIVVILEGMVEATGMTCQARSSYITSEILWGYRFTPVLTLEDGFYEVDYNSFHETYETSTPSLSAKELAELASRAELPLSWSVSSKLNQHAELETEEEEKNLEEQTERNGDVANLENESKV
Calls only; i = inactive.

SMILES	GIRK2 activator
CCOc1ccc(-c2csc(NC(C)=O)n2)cc1	i
Clc1ccc(Cl)c2sc(N3CCCCC3)nc12	i
O=C(NCc1ccccc1)NCC1(c2cccs2)CC1	i
CN(C)C(CNC(=O)C(=O)Nc1ccccc1[N+](=O)[O-])c1cccc2ccccc12 (stereo not drawn)	i
Cc1ccc(S(=O)(=O)/C(C#N)=C/N2CCC(C(N)=O)CC2)cc1C	i
Cc1ccc2nc3c(cc(C(=O)NCCCn4ccnc4)n3C)c(=O)n2c1	i
CN(C1CC1)S(=O)(=O)c1ccc(C(=O)Nc2nc3c(s2)Cc2ccccc2-3)cc1	i
CCOC(=O)N1CCN(C(=O)c2cc(N3C(=O)CCS3(=O)=O)ccc2Cl)CC1	i
COc1ccccc1S(=O)(=O)NCC1CCN(S(=O)(=O)C2CC2)CC1	i
COc1ccc(C)cc1NC(=O)C(=O)NCC1CCN(S(C)(=O)=O)CC1	i
Cc1cc(NC(=O)CN2CCN(c3ncnc4c3nnn4C)CC2)no1	i
CNc1ccc(C(=O)N2CCCCC2)cc1	i
Cc1ccc(-c2nnc(NC(=O)CSc3ccccc3)o2)cc1C	i
O=C(CCCCCn1c(=S)[nH]c2ccccc2c1=O)NCc1ccccn1	i
CS(=O)(=O)N1CCC(C(=O)Nc2ccc(CC(=O)NCc3cccs3)cc2)CC1	i
COc1ccc(-c2csc(NC(=O)CCS(=O)(=O)c3ccc(OC)cc3)n2)cc1	i
CNC(=O)c1cccc(-c2noc(C3CN(CC(=O)N4CCCc5ccccc54)C3)n2)c1	i
CCOC(=O)c1ccc(S(=O)(=O)N2CCN(c3ccc4nnc(CC)n4n3)CC2)cc1	i
O=C(NCCc1ccsc1)Nc1cccs1	i
COc1ccc(C(=O)N2CCC3(CC2)C(=O)N(C)C(=O)N3C)cc1OC	i
Cc1ccccc1Cn1ccc2ccn(CC(=O)Nc3ccc4c(c3)OCCO4)c(=O)c21	i
Cc1cc(C)c(S(=O)(=O)NCCNc2ccc(Nc3cccc(C)n3)nn2)c(C)c1	i
N#C/C(=C\N1CCC(C(N)=O)CC1)C(=O)NCCc1ccccc1	i
CCc1ccc(N2C(=O)C3N=NN(Cc4cccc(OC)c4)C3C2=O)cc1 (stereo not drawn)	i
O=C(Nc1cccc(N2CCCCC2=O)c1)c1ccc([N+](=O)[O-])cc1Cl	i
Cc1ccc(C)c(N2CCN(C(=O)C3CCCN(c4ccc(-n5ccnc5)nn4)C3)CC2)c1 (stereo not drawn)	i
Cc1cc(C)n(-c2cc(NCCNS(=O)(=O)c3ccc(F)cc3)ncn2)n1	i
CCn1ccnc1N1CCN(CC(=O)NCCOC)CC1	i
CN(C)C(=O)Cc1ccc(NS(=O)(=O)c2cccs2)cc1	i
CCN(C(=O)C1CN(C(C)=O)C1)c1cccc(C)c1	i
CSc1ccc(C2NC(=O)Nc3c2c(=O)n(C)c(=O)n3C)cc1 (stereo not drawn)	i
Cc1cccc(-c2c(NC(=O)c3ccco3)sc3ccccc3c2=O)c1	i
COc1ccc(-c2nnc(SCC(=O)Nc3ccc(C)cc3)n2N)cc1OC	i
O=C(Nc1ccccn1)c1ccc(S(=O)(=O)Nc2ccc3c(c2)OCO3)o1	i
CC(=O)Nc1ccc(-c2ccsc2)cc1NC(=O)NCCc1ccccc1	i
NC(=O)c1cccc(NC(=O)C2COc3ccccc3O2)c1 (stereo not drawn)	i
CCCN1C(=O)CCc2cc(NC(=O)Cc3ccc(OC)c(OC)c3)ccc21	i
CCOc1ccccc1NC(=O)c1nnn(-c2ccccc2)c1-c1ccco1	i
COc1cccc(C(CNC(=O)C(=O)Nc2cc(C)on2)N2CCOCC2)c1 (stereo not drawn)	i
O=C(/C=C/c1ccc2c(c1)OCO2)NC1CCCCC1N1C(=O)CSC1=O (stereo not drawn)	i
CCOc1ccc(-c2cc(=O)n(CC(=O)Nc3ccccc3C(N)=O)cn2)cc1	i
CCS(=O)(=O)NCCc1csc(C)n1	i
Cc1cc(Br)c(S(=O)(=O)N2CCC(C(N)=O)CC2)cc1C	i
O=C(Cc1ccc2c(c1)OCO2)N1CCCCC1	i
CCOc1ccc(CC(=O)NCC(O)(c2cccs2)C2CC2)cc1 (stereo not drawn)	i
CC(=O)Nc1ccc(-c2ccsc2)cc1NC(=O)c1ccc(F)cc1F	i
CCOc1ccccc1NC(=O)NCC1CCN(c2ccccn2)CC1	i
COc1cccc(CNC(=O)C(=O)NCC2CCN(C(=O)NC(C)(C)C)CC2)c1	i
O=c1[nH]c2ccccc2c(=O)n1CCc1nc(-c2ccc(F)cc2)no1	i
CCOc1ccc(CC(=O)Nc2ccc(OC)c(N3CCCCC3=O)c2)cc1	i
CC(C)CNCC(O)COCCOc1ccc(F)cc1 (stereo not drawn)	i
COc1cccc(-c2ccc(=O)n(CCCC(=O)Nc3nc4ccccc4s3)n2)c1	i
O=C1C(=O)N(Cc2cccnc2)C(c2ccccc2)C1=C(O)c1ccc2c(c1)OCCO2 (stereo not drawn)	i
COc1ccc2cc(C(=O)N3CC(c4nc(-c5cccc(C(F)(F)F)c5)no4)C3)[nH]c2c1	i
O=C(NCCNc1cc(-n2cccn2)ncn1)Nc1ccccc1Cl	i
COc1ccc(Cl)cc1S(=O)(=O)NCC1CCN(C(=O)Oc2ccccc2)CC1	i
COCCn1nnn(-c2ccc(NC(=O)NCCCc3ccccc3)cc2)c1=O	i
COc1ccc(-n2nnc(C(=O)OCc3ccccc3F)c2C)cc1Cl	i
COc1cccc(C(=O)NCCCn2nc(-c3cccnc3)ccc2=O)c1OC	i
COc1ccccc1CNC(=O)C(=O)NCC(c1cccn1C)N(C)C (stereo not drawn)	i
(further entries)
SMILES	GIRK2 activator
CC(C)(C)CN(C(=O)c1ccco1)c1ccncc1	i
O=S(=O)(c1ccc(OC(F)(F)F)cc1)N(CCc1ccccc1)Cc1ccccn1	i
CCc1ccc(Oc2cc(N3CCC(C(=O)NCc4ccccc4C(F)(F)F)CC3)ncn2)cc1	i
CCc1cccc(C)c1NC(=O)Cn1nc(-c2ccco2)c2sc(N3CCCCC3)nc2c1=O	i
O=C(CSc1ncc(-c2ccc(F)cc2)o1)Nc1ccc(Br)cc1	i
COc1ccc(Br)c(C(=O)NCCC(O)c2cccs2)c1 (stereo not drawn)	i
CC1CCCN(CC(O)COCc2ccc3c(c2)OCO3)C1 (stereo not drawn)	i
Cn1nc(CNC(=O)c2ccc(F)cc2Cl)c2ccccc2c1=O	i
Cc1cnc2c(c1SCC(=O)c1ccccc1)c(=O)n(C)c(=O)n2C	i
COc1ccc(CC(=O)NCCN2CCN(C(=O)c3ccsc3)CC2)cc1	i
COCC(=O)Nc1ccc(N2CCCCC2=O)c(C)c1	i
COc1ccc(NC(=O)CCn2c(=O)[nH]c3ccccc3c2=O)cc1	i
COc1ccc(C(=O)N2CCC(c3nnc(-c4ccco4)o3)CC2)cc1	i
O=S(=O)(c1ccc(Cl)cc1)c1nc(-c2cccs2)oc1NCc1cccnc1	i
COc1ccc(NC(=O)Cn2cc(OC)c(=O)cc2CSc2nccc(C)n2)cc1OC	i
CCOC(=O)Nc1nc(CC(=O)Nc2cccc(SC)c2)cs1	i
COCCN1CCC(CNC(=O)C(=O)NCc2ccc3c(c2)OCO3)CC1	i
O=C(NCC(O)C1CCCCC1)Nc1cccs1 (stereo not drawn)	i
O=C(NC1(c2nc(-c3ccsc3)no2)CCCCC1)C1CC(=O)N(c2ccccc2)C1 (stereo not drawn)	i
CSc1ccc(CNC(=O)CSc2nccnc2N2CCSCC2)cc1	i
CN1CCOc2ccc(NS(=O)(=O)C3CCCCC3)cc2C1=O	i
CCOC(=O)N1CCc2c(sc(NC(=O)c3ccnn3CC)c2C(=O)OC)C1	i
NC(=O)c1ccccc1NC(=O)c1ccc(N2CCCCS2(=O)=O)cc1	i
Cc1ccc(NC(=O)Cn2nc(-c3cccc(Br)c3)ccc2=O)c(C)c1	i
C=CCOCC(O)CN1CCN(c2cc(Cl)ccc2C)CC1 (stereo not drawn)	i
Cc1ccc(OCC(O)Cn2c(C3CC(=O)N(c4ccccc4C)C3)nc3ccccc32)c(C)c1 (stereo not drawn)	i
CC(C)(C)n1ncc2c(=O)n(NC(=O)c3ccco3)cnc21	i
CSc1nc2c(-c3ccc(C)cc3)csc2c(=O)[nH]1	i
CCOC(=O)N1CCN(/C=C(\C#N)S(=O)(=O)c2ccccc2)CC1	i
O=C(NCc1ccc2c(c1)OCO2)c1cc(N2C(=O)CCS2(=O)=O)ccc1Cl	i
O=C(c1cc2ccccc2o1)N1CCN(c2ccc(-c3cccnc3)nn2)CC1	i
Cc1nnc(SCCC(=O)Nc2ccc(F)cc2)s1	i
O=C(NCCN1CCC(c2cccs2)CC1)C1(c2cccs2)CCCC1	i
COC(=O)c1ccc(NC(=O)Cc2csc(Nc3ccc(S(C)(=O)=O)cc3)n2)cc1	i
O=C(Oc1ccccc1)N1CCC(CNS(=O)(=O)CCN2C(=O)CCCC2=O)CC1	i
COc1ccc(C(CNC(=O)C(=O)NCc2ccccc2Cl)N2CCOCC2)cc1 (stereo not drawn)	i
CSc1ccccc1C(=O)NCC(O)c1ccsc1 (stereo not drawn)	i
CS(=O)(=O)N1CCC(c2cccs2)CC1	i
CC(C)c1nnc(NC(=O)c2ccc(S(=O)(=O)NC3CC3)cc2)s1	i
COc1cccc(C(=O)N(CCN2CCOCC2)c2nc3c(F)cccc3s2)c1	i
COc1ccc(C)cc1N1CCn2c1nc1c2c(=O)n(CCN2CCCCC2)c(=O)n1C	i
COc1ccc(S(=O)(=O)Nc2ccc3c(c2)N(S(=O)(=O)c2ccc(C)cc2)CCC3)cc1	i
COc1ccc(S(=O)(=O)/C(C#N)=C/N2CCOCC2)cc1	i
Cc1ccc(Cl)cc1S(=O)(=O)NCCCN1CCOC(c2ccccc2)C1 (stereo not drawn)	i
CS(=O)(=O)N1CCC(C(=O)N(Cc2ccsc2)C2CC2)CC1	i
O=S(=O)(NCc1ccsc1)c1cccc2ccccc12	i
Cc1nnc2ccc(OCCNC(=O)Nc3ccccc3F)nn12	i
CS(=O)(=O)c1ccc(NC(=S)N2CCCc3ccccc32)cc1	i
COc1cccc(-c2nnc3ccc(OCCNC(=O)CCC4CCCCC4)nn23)c1	i
Cc1cc(C(=O)Nc2ccc3c(c2)CN(C(=O)C(C)C)CC3)c(C)o1	i
COc1ccc(NC(=O)CSc2nc3c(-c4ccccc4)c[nH]c3c(=O)n2C)c(OC)c1	i
Cc1cc(NC(=O)C(=O)NCC(c2cccs2)N(C)C)no1 (stereo not drawn)	i
Cn1nnnc1SCC(=O)N1CCC(C(=O)NCC(F)(F)F)CC1	i
O=C(Cn1nc2c(c1NC(=O)c1ccco1)CSC2)NCC1CCCO1 (stereo not drawn)	i
COc1ccc(-c2cc3c(=O)n(Cc4nc(-c5cccc(C(F)(F)F)c5)no4)ccn3n2)cc1	i
CCCN1C(=O)CCc2cc(NC(=O)COc3ccc(F)cc3)ccc21	i
CCn1ccc(C(=O)N2CCN(c3nc4c(OC)ccc(C)c4s3)CC2)n1	i
Cc1cc(NC(=O)c2ccc(S(=O)(=O)N3CCCCCC3)cc2)n(C(C)C)n1	i
CCn1nccc1C(=O)N1CCN(c2nc3ccc(S(C)(=O)=O)cc3s2)CC1	i
COc1ccc(C)cc1NC(=O)Cn1ccc2ccn(Cc3ccccc3C)c2c1=O	i

An excerpt from the list above:
SMILES	GIRK2 activator
Cc1ccc(Cl)cc1S(=O)(=O)NCCCN1CCOC(c2ccccc2)C1 (stereo not drawn)	i
CS(=O)(=O)N1CCC(C(=O)N(Cc2ccsc2)C2CC2)CC1	i
O=S(=O)(NCc1ccsc1)c1cccc2ccccc12	i
Cc1nnc2ccc(OCCNC(=O)Nc3ccccc3F)nn12	i
CS(=O)(=O)c1ccc(NC(=S)N2CCCc3ccccc32)cc1	i
COc1cccc(-c2nnc3ccc(OCCNC(=O)CCC4CCCCC4)nn23)c1	i
Cc1cc(C(=O)Nc2ccc3c(c2)CN(C(=O)C(C)C)CC3)c(C)o1	i
COc1ccc(NC(=O)CSc2nc3c(-c4ccccc4)c[nH]c3c(=O)n2C)c(OC)c1	i
Cc1cc(NC(=O)C(=O)NCC(c2cccs2)N(C)C)no1 (stereo not drawn)	i
Cn1nnnc1SCC(=O)N1CCC(C(=O)NCC(F)(F)F)CC1	i
O=C(Cn1nc2c(c1NC(=O)c1ccco1)CSC2)NCC1CCCO1 (stereo not drawn)	i
COc1ccc(-c2cc3c(=O)n(Cc4nc(-c5cccc(C(F)(F)F)c5)no4)ccn3n2)cc1	i
CCCN1C(=O)CCc2cc(NC(=O)COc3ccc(F)cc3)ccc21	i
CCn1ccc(C(=O)N2CCN(c3nc4c(OC)ccc(C)c4s3)CC2)n1	i
Cc1cc(NC(=O)c2ccc(S(=O)(=O)N3CCCCCC3)cc2)n(C(C)C)n1	i
CCn1nccc1C(=O)N1CCN(c2nc3ccc(S(C)(=O)=O)cc3s2)CC1	i
COc1ccc(C)cc1NC(=O)Cn1ccc2ccn(Cc3ccccc3C)c2c1=O	i

(continued)
SMILES	GIRK2 activator
COc1ccc(C(=O)NCC#CCN2CCc3ccccc3C2)c(OC)c1	i
O=C1CCc2cc(NC(=O)C3(c4ccc(F)cc4)CC3)cc3c2N1CC3	i
Cc1ccc(C)c(CSc2c(C)cnc3c2c(=O)n(C)c(=O)n3C)c1	i
O=C(NCC(O)c1ccsc1)C1(c2cccs2)CCCC1 (stereo not drawn)	i
O=C(Cc1ccc(NC(=O)Nc2ccc3c(c2)OCO3)cc1)NCC(F)(F)F	i
COc1ccc(-c2nc(S(=O)(=O)c3ccccc3)c(N3CCN(C(C)=O)CC3)o2)cc1	i
COc1ccc(N2CCCS2(=O)=O)cc1NC(=O)C(=O)NCCO	i
COc1ccc(-c2ccc(SCCN3CCCCC3)nn2)cc1	i
COc1ccc(NC(=O)c2ccc(=O)n(CC(=O)Nc3cccc(OC)c3)n2)cc1	i
O=C1CC(NC(=O)NCc2cccc3ccccc23)CN1 (stereo not drawn)	i
Cc1ccccc1OCC(=O)N1CCC(c2cccs2)CC1	i
CC1CCN(c2oc(-c3ccc(S(=O)(=O)N4CCc5ccccc5C4)cc3)nc2C#N)CC1	i
Cc1cc(N(C)C)nc(NCCNS(=O)(=O)c2ccc(C(F)(F)F)cc2)n1	i

Random excerpt: 2 compounds from above.
SMILES	GIRK2 activator
COc1ccc(-c2ccc(SCCN3CCCCC3)nn2)cc1	i
Cc1ccc(C)c(CSc2c(C)cnc3c2c(=O)n(C)c(=O)n3C)c1	i

This is a subset; count on the stated rates, not on these rows.
